beta cell repl: inducers of MIN6 beta-cell proliferation, primary screen, ATP luminescence, uHTS | hit rate 0.29% among 330,000 | MIN6 cells proliferation, ATPlite luminescence, 48 h; cells starved in 0.2% serum; 100% = growth in 10% serum | proliferation, % at 10 µM | AID 2380, 2010;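 active = compounds whose signal lies at least 3.5 SD above the mean of all wells on their plate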;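 also: 0% = DMSO-treated cells in low-serum medium and 100% = 10% serum control; some compounds called inactive have numbers as strong as hits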
hIAP block: human IAP inhibitors, primary screen, biochemical, luminescence, uHTS. Intestinal-type alkaline phosphatase (Homo sapiens), P09923. purified IAP, CDP-Star luminescence, 30 min. inhibition, % at 10 µM. hit rate 0.12% among 330,000;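 active = inhibition reaching a set limit with compound at 10 µM in the primary screen, cut at about 35% in these data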;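 also: plate controls were DMSO wells with enzyme for no effect and no-enzyme buffer wells for full effect; values of inactives mirror those of a sister screen read the other way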
Target sequence (P09923 whole entry, looked up): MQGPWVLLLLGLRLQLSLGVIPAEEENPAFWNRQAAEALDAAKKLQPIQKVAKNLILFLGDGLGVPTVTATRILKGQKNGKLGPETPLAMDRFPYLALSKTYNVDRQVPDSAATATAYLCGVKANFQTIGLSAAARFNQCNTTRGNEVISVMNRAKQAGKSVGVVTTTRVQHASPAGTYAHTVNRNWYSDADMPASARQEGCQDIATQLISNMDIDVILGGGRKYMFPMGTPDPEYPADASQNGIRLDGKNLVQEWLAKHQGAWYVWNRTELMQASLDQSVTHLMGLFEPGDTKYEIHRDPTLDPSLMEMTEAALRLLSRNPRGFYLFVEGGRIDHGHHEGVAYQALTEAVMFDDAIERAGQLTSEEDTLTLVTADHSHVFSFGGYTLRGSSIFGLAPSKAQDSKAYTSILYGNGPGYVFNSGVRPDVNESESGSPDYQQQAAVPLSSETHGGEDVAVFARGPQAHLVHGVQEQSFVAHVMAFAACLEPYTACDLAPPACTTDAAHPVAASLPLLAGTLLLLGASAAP
mIAP inh: inhibitors of mouse IAP, primary screen, biochemical, luminescence, uHTS. intestinal alkaline phosphatase [Mus musculus]. purified mouse IAP, CDP-Star luminescence, 30 min. inhibition, % at 10 µM. hit rate 0.2% among 330,000. AID 2806, 2010;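 active = inhibition of at least 40% at 10 µM in the primary screen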;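 also: plate controls were DMSO with enzyme for no effect and no enzyme wells for full effect; values of inactives mirror those of a sister screen read the other way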
tim10-1 inh: growth inhibitors of tim10-1 mutant yeast, primary screen, luminescence, uHTS; hit rate 2.2% among 330,000; S. cerevisiae tim10-1 ts strain growth, BacTiter-Glo, 24 h; inhibition, % at 20 µM;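 active = inhibition of at least 40%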;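 also: mutant grown at 25 °C; 0% = DMSO wells with yeast and 100% = wells holding no yeast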
NLRP3 yeast inh: NALP3 inflammasome inhibitors in reconstituted yeast, primary screen, luminescence, uHTS; inhibition, % at 10 µM; hit rate 0.39% among 330,000; Yeast reconstituted NLRP3/ASC/caspase-1, beta-gal luminescence, 24 h; AID 2825, 2010;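 active = inhibition of 50% or more; inactive = inhibition below 50%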;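 also: plate controls were induced DMSO wells for no effect and uninduced yeast grown without galactose for full effect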
A3G deaminase: APOBEC3G DNA deaminase inhibitors, primary screen, biochemical, fluorescence, single-stranded DNA substrate, uHTS; DNA dC->dU-editing enzyme APOBEC-3G (Homo sapiens), Q9HC16; recombinant A3G, ssDNA deamination FAM/TAMRA fluorescence; inhibition, % at 20 µM; hit rate 0.28% among 330,000;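 active = inhibition of at least 40% at 20 µM, with no more than 30% in the related APOBEC3A deaminase screen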;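 also: plate controls were DMSO wells with A3G for no effect and wells lacking A3G enzyme for full effect; some compounds called inactive have numbers as strong as hits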
Target sequence (Q9HC16 whole entry, looked up): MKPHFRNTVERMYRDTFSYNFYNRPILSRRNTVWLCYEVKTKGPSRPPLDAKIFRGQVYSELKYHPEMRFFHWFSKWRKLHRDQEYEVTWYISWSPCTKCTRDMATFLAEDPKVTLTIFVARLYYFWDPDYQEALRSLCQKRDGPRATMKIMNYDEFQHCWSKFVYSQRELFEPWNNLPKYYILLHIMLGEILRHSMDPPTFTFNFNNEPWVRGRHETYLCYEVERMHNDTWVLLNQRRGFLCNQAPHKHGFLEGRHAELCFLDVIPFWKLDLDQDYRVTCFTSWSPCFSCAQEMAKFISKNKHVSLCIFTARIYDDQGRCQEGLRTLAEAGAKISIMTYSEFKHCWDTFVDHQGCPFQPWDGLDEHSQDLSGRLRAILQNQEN
TIM10 inh: growth inhibitors of isogenic TIM10 control yeast, primary screen, counter-screen for tim10-1 yeast inhibitor project, luminescence, uHTS; hit rate 1.4% among 330,000; S. cerevisiae TIM10 strain growth, BacTiter-Glo luminescence, 24 h; inhibition, % at 10 µM;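 active = inhibition of 40% or more at the single tested concentration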;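 also: wild-type TIM10 isogenic control strain grown at permissive 25 °C; 0% = DMSO yeast wells and 100% = minimal medium wells without yeast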
APOBEC3A inh: APOBEC3A ssDNA deaminase inhibitors, primary screen, selectivity assay for APOBEC3G inhibitor project, biochemical, FAM/TAMRA oligo cleavage fluorescence | DNA dC->dU-editing enzyme APOBEC-3A (Homo sapiens), P31941 | recombinant A3A, FAM/TAMRA ssDNA deamination fluorescence | inhibition, % at 20 µM | hit rate 0.41% among 330,000 | AID 493011, 2011;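 active = at least 40% inhibition at 20 µM here, with at most 30% in a related deaminase screen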;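 also: plate controls were A3A with DMSO for no effect and wells lacking A3A enzyme for full effect; some results filed as inactive read as strong as hits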
Target sequence (P31941 whole entry, looked up): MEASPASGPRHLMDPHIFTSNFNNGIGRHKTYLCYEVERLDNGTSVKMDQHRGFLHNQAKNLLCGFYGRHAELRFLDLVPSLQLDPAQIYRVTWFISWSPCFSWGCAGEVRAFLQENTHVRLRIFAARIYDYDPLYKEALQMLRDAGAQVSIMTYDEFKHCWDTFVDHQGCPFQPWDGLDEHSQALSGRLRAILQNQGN
mIAP act: activators of mouse IAP, primary screen, biochemical, luminescence, uHTS; intestinal alkaline phosphatase [Mus musculus]; muIAP, CDP-Star luminescence, 30 min; active compounds read high; 1 = vehicle-only enzyme signal, 0 = enzyme-free wells; activation factor at 10 µM; hit rate 0.24% among 330,000;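 active = activation factor of at least 2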; also: the source names both 10 and 20 µM as test concentration; values of inactives mirror those of a sister screen read the other way
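Assay system: mouse IAP enzyme / Compound: DMSO-dissolved test compounds / Timing: 30 min, room temperature / Measured by: luminescence from enzymatic CDP-Star hydrolysis / Control set: DMSO-only wells, enzyme-free buffer wells as negative control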
* hit, by the source's call; & = joins results of further samples.

SMILES	beta cell repl	hIAP block	mIAP inh	tim10-1 inh	NLRP3 yeast inh	A3G deaminase	TIM10 inh	APOBEC3A inh	mIAP act
NC(=O)CC(NC(=O)Cc1cccc2ccccc12)c1ccc(NCC2CC2)c([N+](=O)[O-])c1 (stereo not drawn)	-8	-3	6	12	27	8	8	2	0.94
O=c1c(Cc2ccccc2)c(O)nc2n1CCCS2	3	9	4	1	24	-10	4	-6	0.96
O=C(c1ccc(Cl)cc1)c1cn[nH]c1-c1ccccc1O	1	-53	26	21	28	-3	19	-2	0.74
Fc1ccc(Nc2c3c(nc4ccccc24)CCC3)cc1	-6	-10	-16	19	3	-1	-4	-5	1.2
O=C(C1=C[C@@H](c2coc3ccccc3c2=O)C[C@@H](OCc2ccc(CO)cc2)O1)N1CCCCCCC1	2	5	2	16	-11	1	15	1	0.98
Cc1cc(-c2ccc(C)c(S(=O)(=O)NCCCN(Cc3ccccc3)C(C)C)c2)on1	-6	8	13	22	10	-9	1	-5	0.87
CCN1C(=O)[C@H]2[C@@H](c3ccc(-c4ccccc4)cc3)N3CCCC[C@@]3(C(=O)OC)[C@H]2C1=O	-9	11	-5	26	12	-4	10	2	1.1
O=C(/C=C/c1ccc2c(c1)OCO2)Nc1ccc(Cl)cn1	-2	14	11	0	14	-8	9	-3	0.89
COc1ccc(NC(=O)c2cc([N+](=O)[O-])ccc2NC(=O)CNCc2ccccn2)c(OC)c1	0	-27	7	15	24	0	19	0	0.93
CCC(C)C(=O)N1CCc2cc(-c3csc(N)n3)ccc21 (stereo not drawn)	-3	5	4	16	16	-5	20	-2	0.96
COc1ccc(C)cc1NC(=O)CCN1CCN(c2ccccc2)CC1	-3	-7	3	8	18	0	-10	-3	0.97
COc1ccc(NC(C)=O)cc1NC(=O)CN1CCN(S(=O)(=O)c2ccc(C(C)C)cc2)CC1	-3	-10	7	-11	16	-3	-1	-1	0.93
C=CCn1c(=O)/c(=C2/Sc3cc(OC)ccc3N2C)s/c1=C1\C(=O)N(CC)C(=S)N1C	-1	31	15	-3	17	-3	-6	-1	0.85
Cc1nn(-c2ccc(Cl)cc2)c(Cl)c1/C=N/NC(=O)c1ccc(NS(=O)(=O)c2cccs2)cc1	-6	-4	12	-5	27	-4	15	1	0.88
Cn1cc(CCNC(=O)C2CCC(=O)N(CCc3ccc(Cl)cc3)C2)cn1 (stereo not drawn)	0	0	-1	7	-6	-7	2	-4	1
CC(=O)c1ccc(OCC(=O)Nc2ccccc2C(=O)NC2CC2)cc1	0	-3	1	-7	14	1	-3	1	0.99
O=C(CN1C(=O)c2ccccc2C1=O)Nc1nnc(C2CCCO2)s1 (stereo not drawn)	1	-9	13	8	11	-4	-8	6	0.87
O=C(Nc1cccc(C(F)(F)F)c1)C(=O)N1CCCCC1	0	3	5	10	22	-4	5	-2	0.95
O=C(Cc1cccc([N+](=O)[O-])c1)Nc1ccc(C(=O)N2CCCCC2)cc1	-4	8	4	11	11	-7	6	-4	0.96
CN1CCN(c2nnc(-c3ccc(Cl)cc3)c3ccccc23)CC1	-1	-3	-8	13	-7	-4	7	-2	1.1
CCOc1ccc(NC(=O)N(CC(C)C)CC(C)C)cc1	0	11	6	29	1	-10	20	-3	0.94
CN(C)S(=O)(=O)c1cccc(NC(=O)COC(=O)COc2ccccc2[N+](=O)[O-])c1	-1	-1	5	-4	-3	-1	-1	15	0.95
O=C(N/N=C/c1cccn1-c1ccc(O)cc1)c1cccc2ccccc12	-7	2	11	7	12	1	-18	1	0.89
O=C(CN1CCCCCC1)Nc1cc(C(F)(F)F)ccc1Cl	2	0	8	8	5	0	-11	4	0.92
CCCn1nc([N+](=O)[O-])c(C(C#N)c2nc3ccccc3s2)c(Cl)c1=O (stereo not drawn)	-6	0	17	73*	-21	-3	68*	2	0.83

New compounds follow
SMILES	beta cell repl	hIAP block	mIAP inh	tim10-1 inh	NLRP3 yeast inh	A3G deaminase	TIM10 inh	APOBEC3A inh	mIAP act
COc1cc(S(=O)(=O)n2cnc(C)c2)ccc1Br	-3	10	-1	20	15	0	5	2	1
O=C(CCN1C(=O)/C(=C/c2ccc(F)cc2)SC1=S)Nc1cc([N+](=O)[O-])ccc1O	-7	4	18	-25	16	-7	7	-6	0.82
CC1CCC2(CC1)NC(=O)N(CC(=O)N1CCN(C(=O)c3cccs3)CC1)C2=O (stereo not drawn)	-1	-18	3	5	29	-1	15	9	0.97
Cc1ccc(/C=N/NC(=S)NC2CCS(=O)(=O)C2)cc1 (stereo not drawn)	-2	9	5	13	-9	0	12	2	0.95
CCC(C)NC(=O)CN(c1ccc2c(c1)OCO2)S(=O)(=O)c1c(C)n[nH]c1C (stereo not drawn)	5	-1	3	6	11	5	7	-2	0.97
COc1ccc(N2CCN(Cc3cc(=O)c(OCC(=O)Nc4ccccc4)co3)CC2)cc1	2	-8	0	-7	17	-3	-6	-2	1
O=C(CN1C(=O)NC2(CCOc3ccccc32)C1=O)c1ccc(Cl)s1 (stereo not drawn)	-2	-7	4	-4	19	-13	-21	-3	0.96
O=C(CS(=O)(=O)c1ccccc1)Nc1nnc(-c2cccs2)o1	-2	12	11	6	12	-7	5	-1	0.89
Cc1ccc(S(=O)(=O)Oc2ccc(C)cc2/C=N/N=C2\NC(=O)C(C)S2)cc1 (stereo not drawn)	2	4	5	27	6	-4	14	0	0.95
c1cnc2c(c1)ccc1cccnc12	-4&-6	-27&-25	-1&-1	11&39	9&22	-7&-2	6&-46	-5&0	1&1
COc1ccccc1-n1cnnc1SCC(=O)Nc1nc(C)c(Cl)cc1Cl	-1	-6	-4	5	-4	-10	-11	-3	1
CCCCNC(=O)N1CCN(Cc2cccc(F)c2)CC1	1	31	2	-3	16	-1	-6	-1	0.98
CCCCNC(=O)N(O)C1N(/N=C/c2ccccc2O)C(=S)SC1(C)C (stereo not drawn)	1	-20	1	16	20	-4	4	-2	0.99
CCCCS(=O)(=O)N1CCCC(C(=O)Oc2ccccc2OC)C1 (stereo not drawn)	1	-16	0	0	28	-5	0	-4	1
CCS(=O)(=O)N1CCN(S(=O)(=O)c2ccc(Cl)s2)CC1	0	6	-4	-6	4	-10	9	-1	1
CCC12CN3CCN(CC(C3)/C1=N\NC(=O)c1ccc(Cl)cc1)C2	-1	4	-5	-20	-12	0	-22	0	1.1
N=C(N)SCc1ccc(O)c([N+](=O)[O-])c1	-3	12	3	7	-6	0	15	1	0.97
COc1ccc(OC)c2sc(NC(=O)c3ccc(S(=O)(=O)N(C)C)cc3)nc12	-2	-14	-1	-7	9	-5	2	-3	1
COc1ccc(Cl)cc1-n1c(C)cc(C(=O)OCC(=O)N2CC(=O)Nc3ccccc32)c1C	0	4	-14	20	11	-7	9	-4	1.1
CCn1c(NCc2cc(OC)ccc2OC)nc2ccccc21	1	-2	-8	14	6	0	3	-1	1.1
c1ccc(CN2CCC3(CCCc4ccccc43)CC2)cc1	-6	-22	-7	-5	21	-5	-10	-2	1.1
CCN(CC)c1ccc(N2C(=O)/C(=C\c3cccs3)SC2=S)cc1	-2	-32	0	13	12	-4	-9	-5	1
Cn1c(=O)cc(OCC(=O)Nc2ccccn2)c2ccccc21	3	4	18	7	4	-5	4	-2	0.82
COc1ccc(CN2C(=NC(=O)C3CCCO3)SC3CS(=O)(=O)CC32)cc1 (stereo not drawn)	2	-2	7	-13	6	1	3	2	0.93
CC1CCN(C(=O)CCc2nnc3ccc(NCCCN4CCCC4=O)nn23)CC1	4	-21	-4	-7	1	3	-5	0	1

Results in mIAP inh, APOBEC3A inh and tim10-1 inh, for some of the entries so far:
Molecule	mIAP inh	APOBEC3A inh	tim10-1 inh
CCC12CN3CCN(CC(C3)/C1=N\NC(=O)c1ccc(Cl)cc1)C2	-5	0	-20
CCn1c(NCc2cc(OC)ccc2OC)nc2ccccc21	-8	-1	14

Continuation:
SMILES	beta cell repl	hIAP block	mIAP inh	tim10-1 inh	NLRP3 yeast inh	A3G deaminase	TIM10 inh	APOBEC3A inh	mIAP act
Cc1ccc(C(=O)OCC(=O)Nc2ccc3c(c2)OCCO3)cc1C	8	8	1	-11	27	-2	8	4	0.99
Cc1ccc(-c2noc(CCCN3C(=O)c4ccccc4C3=O)n2)cc1	-2	-11	7	2	17	-7	-7	-2	0.93
O=C(CN1CCN(S(=O)(=O)c2ccc(F)cc2)CC1)Nc1ccnn1C1CCCC1	-2	-21	3	-8	22	-4	11	-1	0.97
CCc1sc(C(=O)N2CCc3cc(OC)c(OC)cc3C2CC(=O)O)cc1C (stereo not drawn)	-2	-17	1	-24	18	-8	-1	-3	0.99
Cc1cccc(OCC(O)CN2C(C)(C)CC(O)CC2(C)C)c1 (stereo not drawn)	2	13	8	7	-1	-2	-4	2	0.92
CCOC(=O)c1ccc2c(c1)nc(SCC(=O)N1CCCCC1)n2CC	0	-20	0	11	1	-4	13	-3	1
COc1ccc(NC(=S)Nc2ccccc2C(F)(F)F)cc1	-3	10	5	14	36	-1	-7	1	0.95
CC1CN(C(=O)COC(=O)c2cnc(Cl)c(Cl)c2)CC(C)O1 (stereo not drawn)	-4	2	4	-14	6	-2	-1	1	0.96
O=S(=O)(Nc1nc2ccccc2nc1Nc1cccc(S(=O)(=O)N2CCCCC2)c1)c1ccccc1	-5	10	12	12	16	0	14	3	0.88
Clc1cccc(OCc2nc(-c3ccncc3)no2)c1	-2	5	4	35	-34	1	17	1	0.96
Cc1ccc(CNC(=O)C2CCC(=O)N(CCc3ccccc3)C2)s1 (stereo not drawn)	-4	3	3	24	-9	-1	12	2	0.97
COc1ccc(/C=C/C(=O)OCC(=O)Nc2cc(C(N)=O)cc(C(N)=O)c2)cc1	1	-10	0	9	-2	3	-3	9	1
CCCCOC(=O)c1ccc(NC(=O)C(=O)NCc2ccncc2)cc1	-1	-3	16	37	6	-9	18	0	0.84
O=c1c2c(-c3ccc([N+](=O)[O-])cc3)ccnc2[nH]n1-c1ccccc1	-1	-2	-5	-3	4	1	-5	-2	1
O=C(NNC1CC(=O)N(c2ccc(Cl)cc2)C1=O)c1ccccc1Cl (stereo not drawn)	1	-5	-2	-2	-4	-2	-37	-2	1
N#Cc1cccc(CN2CCC(=O)N([C@H](CO)c3ccccc3)CC2)c1	15*	7	0	3	4	-10	12	-5	1
CCN1CCN(CC(=O)Nc2sc3c(c2C#N)CCC3)CC1	-2	-32	4	11	-16	-5	-19	-3	0.96
Cc1cccc(CCNS(=O)(=O)c2ccc3c(c2)CCN3C(=O)CCC(=O)O)c1	-4	-23	4	-12	7	-2	-4	3	0.96
COc1cc(/C=N/Nc2nc3ccccc3s2)cc([N+](=O)[O-])c1O	-3	0	10	10	-28	0	-2	4	0.91
O=C(c1cc(-c2ccccc2Cl)nc2ccccc12)N1CCN(c2ccccn2)CC1	-3	11	8	18	5	-7	24	-4	0.92
C=CCNC(=O)Nc1ccc(OCC)cc1	-3	2	8	2	6	1	-4	1	0.92

High-throughput results deposited in PubChem by Sanford-Burnham Center for Chemical Genomics.
